# mHtt clearance – mutant huntingtin protein clearance; AID 853; 0.42% of 47,000 active; HeLa Exon1htt(103Q)mCFP, aggregate imaging; zero = plate's median compound well; inhibition, % at 1.5 µM;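 active means inhibition of aggregate fluorescence above about 70%, also judged a hit by eye on the cell image, limit read from the data, passing the limit was not always enough; inconclusive means no rule stated for this call; inactive means not judged a hit on image review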;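 further: cells exposed to compound for three days before fixation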
# mHtt clearance grain fraction – further read-out of mHtt clearance, marked with its call; fraction fluorescence in grains; measured here: aggregate grain fluorescence fraction; stronger effect = lower value;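 scaled fraction of total cell fluorescence in grains with unit not stated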
# * hit, by the source's call; ? = inconclusive; / = not tested or not shown. This is a subset; the hit share may differ from the screen's.
# Start of the data: the first 2 entries as a preview:
mHtt clearance	mHtt clearance grain fraction	compound
-28	27	Cc1nn(-c2ccccn2)c2nc(-c3cccs3)cc(C(=O)NCc3ccco3)c12
-10	22	CCOc1ccc(S(=O)(=O)N2CCCCCC2)cc1

# The listing, from the first entry:
mHtt clearance	mHtt clearance grain fraction	compound
-28	27	Cc1nn(-c2ccccn2)c2nc(-c3cccs3)cc(C(=O)NCc3ccco3)c12
-10	22	CCOc1ccc(S(=O)(=O)N2CCCCCC2)cc1
41	12	O=C(Cn1nc(C(F)(F)F)c2c1CCC2)NC1CCCCC1
28	12	N/C(=N\OC(=O)Cc1ccc(Cl)cc1)c1ccccn1
47	21	O=C(NCc1ccccn1)c1ccc(CS(=O)(=O)Cc2ccc(Cl)cc2)o1
21	30	C/C(=N\OC(=O)c1ccccc1)c1cc(-c2ccc(Cl)cc2)no1
19	30	COc1ccccc1C1/C(=C(/O)c2ccccc2)C(=O)C(=O)N1CC(C)O (stereo not given)
-10	52	Cc1cc(NC(=O)CSc2nc(CC(C)(C)C)nc3c2c(=O)n(C)c(=O)n3C)no1
-34	52	COC(=O)C1=C(O)/C(=C\c2ccc(CNC(=O)C(=O)Nc3ccc(C)cc3)o2)N=C1C
-36	29	COc1cc(CC(=O)O)c(C(C)=O)cc1OC
-28	25	COCP(=O)(c1ccccc1)c1ccccc1
-24	23	O=C(NCc1nc2ccccc2[nH]1)c1ccc(Cl)c(S(=O)(=O)N2CCCC2)c1
11	19	CCC(CO)NC(=O)c1ccc(-c2nn(C)c(=O)c3ccccc23)cc1 (stereo not given)
-27	26	Cc1cc2c(NCC(C)O)ncnc2s1 (stereo not given)
-70	69	CSc1ccccc1NC(=O)c1cccs1
-31	28	CCc1nc(Nc2ccncc2)c2oc3ccccc3c2n1
?	/	Cc1cc(C)cc(NC(=O)CSc2nnc(CN3CCOCC3)n2C)c1
28	31	CCCc1cc(=O)[nH]c(SCC(=O)N(CC(C)C)C2CCS(=O)(=O)C2)n1 (stereo not given)
37	24	CC(=O)OCN(C#N)c1nc(N(C)C)nc(N(C)C)n1
32	21	COc1cc(C(C#N)N2CCCCC2)ccc1O (stereo not given)
20	27	Cc1ccccc1OCC(=O)Nc1ccccc1CO
-16	47	O=C(Cc1ccccc1)Nc1ccc(NC(=O)c2ccco2)nc1
8	36	CC1(C)c2ssc(=S)c2-c2ccccc2N1C(=O)c1ccco1
-3	20	Cc1cc(NC(=O)COC(=O)C2CCN(S(=O)(=O)c3c(Cl)cccc3Cl)CC2)no1
-8	18	CC(C)CC1(C)NC(=O)N(CCN2C(=O)c3ccccc3C2=O)C1=O (stereo not given)
-36	24	CCc1nc(CNC(=O)c2cc(OC)c(OC)c(OC)c2)no1
-7	38	COc1ccc(C(=O)O)cc1S(=O)(=O)NCCCN1CCCC1=O
58	16	O=C1C(Cl)=C(N2CCN(Cc3ccccc3)CC2)C(=O)N1Cc1ccccc1
-26	24	CCn1nccc1C(=O)Nc1ccc(Cl)cc1Cl
34	22	CC(=O)OC1CCC2(C)C(COc3ccc4ccc(=O)oc4c3)C(C)(O)CCC2C1(C)C (stereo not given)
47	23	CCOc1ccc(OCC)c(S(=O)(=O)NCCCN2CCOCC2)c1
-3	20	COc1ccsc1C(=O)N1CCN(Cc2ccc3c(c2)OCO3)CC1
0	36	COC(=O)c1sc(=S)n(-c2cc(F)ccc2F)c1N
2	37	O=C1c2ccccc2CCC1C(O)c1ccccn1 (stereo not given)
-6	22	COc1ccc(CNC2CCCCC2)cc1
4	17	Cc1nc(NCc2ccccc2)[nH]c(=O)c1CCC(C)C
66	6.4	Cc1ccc(C2CC(=O)c3cnc(NC(=O)c4ccco4)nc3C2)cc1 (stereo not given)
27	15	CC(C)N(Cc1nc(-c2ccccc2)no1)C(=O)c1ccc(Br)o1
-46	28	O=C(NCc1ccncc1)C1CCCN(S(=O)(=O)Cc2ccccc2)C1 (stereo not given)
-2	44	COC(=O)CCSc1cc([N+](=O)[O-])cc2c1c(C1OCCS1)nn2-c1ccccc1 (stereo not given)
-28	43	Cc1nnc(SCC(=O)Nc2c(Cl)cccc2Cl)[nH]c1=O
30	27	Cc1cc(C)nc(NC(=O)NS(=O)(=O)Nc2ccc(Br)cn2)n1
-28	47	CCN1CCN(c2ncc(C(=O)Nc3ccccc3C(=O)OC)c3ccccc23)CC1
-29	25	N#Cc1cn(CCCOc2ccccc2)c2ccccc12
-26	23	COc1ccc(-c2cc(C(F)(F)F)nc(SCC(N)=O)n2)cc1
8	16	O=C(Nc1ccccc1)C1CC=CCC1C(=O)OCC1CCCO1 (stereo not given)
7	18	Cc1cc(C)nc(NC(=O)COc2cc(Cl)cc(Cl)c2)n1
-8	18	O=C(O)c1cccc(S(=O)(=O)NCC2CCCO2)c1 (stereo not given)
21	32	Cc1ccc(NC(=O)CSc2nnc(-c3ccncc3)n2N)cc1C
-10	41	COc1ccc(C(=O)N2CCC(C(=O)Nc3ccc(OC)c(OC)c3)CC2)cc1

# Later entries.
mHtt clearance	mHtt clearance grain fraction	compound
5	15	N#Cc1c(-c2ccccc2)nc(N2CCCCCC2)[nH]c1=O
-5	44	COc1ccc(C(=O)Nc2nc(C)c(C)s2)cc1OC
29	14	Cc1cc(-n2c(C)cc(C(=O)CSc3nc4ccccc4c(=O)n3Cc3ccco3)c2C)no1
12	32	COc1ccccc1N1CCN(C(=O)c2cc(-c3ccc(Br)cc3)on2)CC1
17	18	Cc1ccc(CNc2ccc3c(c2)ncn3C)cc1
-57	29	CCC(=O)Nc1ccc2c(c1)ncn2-c1ccc(OC)cc1
-26	49	O=C(Oc1c(Cl)cc(Cl)c2ccccc12)N1CCCC1
22	13	O=C(NCCc1cccc(F)c1)[C@@H]1CSC2c3ccccc3C(=O)N21 (stereo not given in full)
24	14	OC1(c2cccc(C(F)(F)F)c2)CCN(Cc2nnnn2CCc2ccccc2)CC1
0	34	CS(=O)(=O)N(CC(=O)N1CCCCC1)C1CCCCC1

# Given tab-delimited: part of the list above
mol	mHtt clearance	mHtt clearance grain fraction
O=C(NCCc1cccc(F)c1)[C@@H]1CSC2c3ccccc3C(=O)N21 (stereo not given in full)	22	13
N#Cc1c(-c2ccccc2)nc(N2CCCCCC2)[nH]c1=O	5	15
Cc1ccc(CNc2ccc3c(c2)ncn3C)cc1	17	18
O=C(Oc1c(Cl)cc(Cl)c2ccccc12)N1CCCC1	-26	49
OC1(c2cccc(C(F)(F)F)c2)CCN(Cc2nnnn2CCc2ccccc2)CC1	24	14
COc1ccc(C(=O)Nc2nc(C)c(C)s2)cc1OC	-5	44

# Going on with the list:
mHtt clearance	mHtt clearance grain fraction	compound
6	18	CCCCCCOC(=O)C(C#N)c1nc2ccccc2nc1N1CCCCC1 (stereo not given)
12	29	CCc1nc(N)nc2c1C(=O)CC(C)(C)C2
-29	38	COc1ccc(CN(C(=O)c2ccc(-c3ccccc3)[nH]2)C(C(=O)NCC2CCCO2)c2ccc(C)o2)cc1 (stereo not given)
-21	22	CC(=O)n1nc(-c2ccccc2)nc1NCc1ccc(F)cc1
-21	42	COc1ccc(OCC(=O)OCC(=O)Nc2ccc(S(=O)(=O)N3CCCCC3)cc2)cc1
-30	26	c1ccc(-c2noc(CSc3nnc(Cc4cccs4)n3-c3ccccc3)n2)cc1
-3	38	CCCCNC(=O)C1C2C=CC3(CN(Cc4ccc(C)cc4)C(=O)C13)O2 (stereo not given)
-20	35	Cc1cc(NC(=O)c2cc3ccccc3oc2=O)no1
20	16	CCOC(=O)c1ccc(COC(=O)c2cc(=O)[nH]c3ccccc23)o1
-64	56	CCCCC(CC)C(=O)NCCc1ccc(S(N)(=O)=O)cc1 (stereo not given)
-18	25	COc1ccc(Cl)cc1C(=O)NC(=S)Nc1cc(-c2nc3ccccc3[nH]2)ccc1C
9	29	C=CCOC(=O)C1=C(C)Nc2nc3ccccc3n2C1c1ccncc1 (stereo not given)
24	15	Cc1nnc(SCC(=O)NCCc2ccccc2)[nH]c1=O
-37	29	CN(C)S(=O)(=O)c1cccc(C(=O)Nc2cc(Cl)ccc2O)c1
34	29	NC(=O)CCCc1nc(-c2ccccc2Cl)no1
-39	25	Cc1cc(NC(=O)Nc2ccccc2)n(-c2ccccc2)n1
-1	40	Cc1cc(NCCO)nc(-n2nc(C)cc2C)n1
58	8.1	O=C(Nc1ccccc1)N1CCc2ccccc2C1
27	29	CCOC(=O)c1c(C)c(C(=O)NCc2ccccc2OC)c(C)n1C
59	7.2	Fc1ccccc1CSc1nnc(Cn2cnc3ccccc32)n1-c1ccccc1
24	39	O=C(CCc1n[nH]c(=O)[nH]c1=O)N1CCOCC1
27	15	Cc1ccn2cc(C(=O)Nc3ccccc3N3CCOCC3)nc2c1
-48	52	COc1cccc(-c2nn3c(-c4ccccn4)nnc3s2)c1
-14	22	CCSCCC(NC1=CC(=O)CC(C)(C)C1)C(=O)O (stereo not given)
38	21	COc1ccc(NC(=O)Cn2cccc2)c(OC)c1
-22	21	CS(=O)(=O)N(Cc1ccccc1)c1ccc(C(=O)Nc2cccnc2)cc1
29	24	CCCCCCOC1(c2ccccc2)OC(=O)c2ccccc21 (stereo not given)
16	28	Cc1ccccc1OCC(O)CN (stereo not given)
28	14	Cc1noc(NS(=O)(=O)c2ccc(NC(=O)c3cnc4n(c3=O)CCS4)cc2)c1C
-94	38	O=C(NCCC1=CCCCC1)c1cnsn1
-7	19	Cn1c(SCC(=O)N2CCCc3ccccc32)nc2ccccc2c1=O
-22	47	O=C(NCc1ccc2c(c1)OCO2)C12CN(Cc3ccccc3)CC1C(c1cccc([N+](=O)[O-])c1)=NO2 (stereo not given)
-27	50	CCOC(=O)c1c(C)nn(Cc2cccc(Cl)c2)c1N
38	20	O=C(CSc1nc2ccsc2c(=O)n1-c1ccccc1)N1CCCC1
30	24	CCCOC(=O)c1ccc(NC(=O)c2cnccn2)cc1
-44	54	CCOC(=O)c1c(C)oc2ccc(OCC(=O)N(CC)CC)cc12
4	35	Cc1ccc(NC(=O)c2cc(NC(=O)c3ccco3)ccc2N2CCCCC2)cc1
-13	21	CCCS(=O)(=O)N1CCCC(C(=O)NC2CCCC(C)C2C)C1 (stereo not given)
21	30	Cc1ccc(Cl)cc1NC(=O)CCn1cccc1
5	29	COCc1cc(C)nc(SCC(=O)Nc2ccccc2C)c1C#N
64	7	CCOC(=O)c1ccc(NS(=O)(=O)N2CCCCCC2)cc1
17	31	Cc1ccc(-c2cc(C(=O)N3CCN(c4ncccn4)CC3)c3ccccc3n2)cc1
23	15	O=C(Nc1ccc2oc(-c3ccncc3)nc2c1)c1c(F)c(F)c(F)c(F)c1F
-58	32	COc1ccccc1CC(=O)N(CCC#N)CCC#N
-22	25	O=C(NCc1cccc(C(F)(F)F)c1)C1CCN(c2ncccn2)CC1
20	28	Cc1ccc(S(=O)(=O)NCc2ccc(C(=O)N3CCN(c4ccccn4)CC3)cc2)cc1
-14	22	O=C(CCS(=O)(=O)c1ccc(Cl)cc1)N1CCN(S(=O)(=O)c2cccs2)CC1
51	10	COc1ccc(CCNc2c(N)n(Cc3ccccc3)c(=O)[nH]c2=O)cc1OC
16	29	CCOc1cc(S(=O)(=O)NCc2ccco2)c(OCC)cc1-n1cnnn1
-39	53	CS(=O)(=O)N(CC(=O)N1CCN(c2ccccc2F)CC1)c1cccc(C(F)(F)F)c1

# Pulled one by one from the list above (5):
mHtt clearance	mHtt clearance grain fraction	compound
64	7	CCOC(=O)c1ccc(NS(=O)(=O)N2CCCCCC2)cc1
20	28	Cc1ccc(S(=O)(=O)NCc2ccc(C(=O)N3CCN(c4ccccn4)CC3)cc2)cc1
23	15	O=C(Nc1ccc2oc(-c3ccncc3)nc2c1)c1c(F)c(F)c(F)c(F)c1F
-14	22	O=C(CCS(=O)(=O)c1ccc(Cl)cc1)N1CCN(S(=O)(=O)c2cccs2)CC1
51	10	COc1ccc(CCNc2c(N)n(Cc3ccccc3)c(=O)[nH]c2=O)cc1OC

# Continued.
mHtt clearance	mHtt clearance grain fraction	compound
-13	22	CCOC(=O)C1CCCN(Cc2cccc(Cl)c2)C1 (stereo not given)
-18	34	CN1CCN(C(=O)c2cccc(S(=O)(=O)N3CCCCC3)c2)CC1
10	40	Cc1cc(C)nc(-n2nc(C)cc2NC(=O)c2cccc(S(=O)(=O)N3CCOCC3)c2)n1
-17	24	Cc1ccc2c(c1)N(CCC(=O)NCCCOC(C)C)C(=O)C(C)O2 (stereo not given)
34	13	CS(=O)(=O)N1CCC(C(=O)Nc2cc(C(F)(F)F)ccc2Cl)CC1
-4	38	CN(Cc1ccc(OC(F)F)cc1)C(=O)c1ccc2nccnc2c1
-21	41	Oc1cc(Cc2ccccc2)cnc1CN1CCOCC1
-16	41	CC1CN(C(=O)CN2C(=O)c3ccccc3C2=O)CC(C)O1 (stereo not given)
11	18	COc1cccc(CNc2nc3nc(C)c(Cl)c(C)n3n2)c1
-16	44	CC(C)C(=O)N1CCN(CCN=CC2=C(O)CC(c3ccco3)CC2=O)CC1 (stereo not given)
41	17	Cc1cc(=O)[nH]c(SCC(=O)C23CC4CC(CC(C4)C2)C3)c1C#N
?	/	CCc1ccc(NS(=O)(=O)c2cccs2)cc1
20	13	COc1nc(Nc2ccc(-c3nc4ccccc4o3)cc2)nc(N2CCOCC2)n1
7	31	CCC(=O)Oc1ccc(-c2nc(-c3cccnc3)no2)cc1
12	18	COc1ccc2cc3cc(C(=O)NCc4ccccn4)oc3nc2c1
24	15	Cc1cccc(NC2=NC(C)(C)N=C(N)N2)c1C
20	15	COc1cccc(NC(=O)c2ccn(C)n2)c1
13	18	COC(=O)c1[nH]c2cccc(OC)c2c1NC(=O)CN1CCN(c2cccc(OC)c2)C(C)C1 (stereo not given)
40	20	Cc1cccc(C)c1NC(=O)C1CC(=O)N(C(C)C)C1 (stereo not given)
11	34	CC(=O)/C(=C/N(C)C)Sc1ccc(C)cc1
8	20	CCOc1ccc(/C=N/n2cnnc2)cc1
5	19	C/C(=C1/SC(=S)N(CCC(=O)O)C1=O)c1ccc(O)cc1
63	12	C=CCn1c(SCC(=O)OCc2ccccc2)nc2c1c(=O)n(C)c(=O)n2C
-10	42	CCOC(=O)CSc1nc2sc3c(c2c(=O)n1CC)CC(C)(C)OC3
